mcGAS RapidFire: mouse cGAS inhibition by mass spec; Q8C6L5; recombinant mouse cGAS, cGAMP by RapidFire MS; inhibition, % at 12.5 µM; 130,000 compounds, 0.18% hits; AID 1259397;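 active means inhibition of cGAS enzyme activity at or above 60%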;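 further: enzyme stimulated by 45 bp dsDNA with ATP and GTP substrates; cGAMP share of summed cGAMP plus half ATP and half GTP signals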
Target sequence (Q8C6L5 whole entry, looked up): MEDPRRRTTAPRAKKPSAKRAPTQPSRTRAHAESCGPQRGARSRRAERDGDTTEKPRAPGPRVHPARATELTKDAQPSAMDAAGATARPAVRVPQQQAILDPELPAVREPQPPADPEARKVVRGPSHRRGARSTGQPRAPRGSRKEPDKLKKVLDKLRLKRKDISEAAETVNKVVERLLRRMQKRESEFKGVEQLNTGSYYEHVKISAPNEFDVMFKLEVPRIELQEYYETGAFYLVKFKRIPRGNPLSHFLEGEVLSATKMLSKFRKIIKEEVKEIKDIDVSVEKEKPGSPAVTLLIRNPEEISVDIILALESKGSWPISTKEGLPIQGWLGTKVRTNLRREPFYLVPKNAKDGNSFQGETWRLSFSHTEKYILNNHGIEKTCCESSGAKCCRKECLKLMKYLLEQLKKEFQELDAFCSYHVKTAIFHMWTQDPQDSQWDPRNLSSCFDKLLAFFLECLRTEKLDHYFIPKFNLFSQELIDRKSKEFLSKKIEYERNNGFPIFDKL
* marks the source's active call; other numbers are inactive results. An excerpt; count on the stated rates, not on these rows.

Preview:
SMILES	mcGAS RapidFire
CC(c1ccccc1)n1cnc2c(c1=O)c1nc3ccccc3nc1n2C (centres undefined)	6.8
C=CCn1c(C(NC(=O)c2ccccc2Cl)C(C)C)n[nH]c1=S (centres undefined)	-4.9
CC(C)c1noc(CN2CCN(C(=O)C3(C#N)CCCC3)CC2)n1	-5.4
CC(C)[C@H]1CC[C@H](C)C[C@@H]1OCC(=O)NCC1COc2ccccc2O1 (some centres undefined)	0.9
Cc1ccn(-c2ccc(NCc3cccnc3N3CCCCC3)nn2)n1	-9.1
COc1cccc(-c2cc(C(=O)N3CCN4CCN(C)CC4C3)[nH]n2)c1 (centres undefined)	-20.1
CN(Cc1csc(-c2cccs2)n1)c1ncnc2c1CCNCC2	3.9
Cc1ccc2c(c1)C(=O)C(=O)N2CCOc1ccc(C(C)(C)C)cc1	0.4
O=C(c1c(OCc2cccnc2)nn2ccsc12)N(CCO)CCO	-0.2
COc1ccccc1-c1ccc2c(c1)COCC(=O)N2C(C)C	-17.1
C=CCN1C(=O)C(=Cc2cc(OC)c(OC)c(OC)c2)SC1=S	0.0
CC(=O)c1cccc(OCC(O)CN(C)C(C)c2ccc(F)c(F)c2)c1 (centres undefined)	-4.1
CCSc1ncc(CN2CC[C@@](C)(O)[C@@H](Cc3ccccc3)C2)cn1	-11.6
C=c1ccccc1=C1NNC(=Nc2nc(C)cc(C)n2)N1	0.3
COc1ccc(C(=O)Oc2ccc3cc(Br)ccc3c2)cc1	-2.7
NC(=O)c1cnc2n1CCN(C(=O)CN1CCOc3ccccc3C1)C2	-24.2
CNC(=S)NCCc1c[nH]c2ccccc12	-5.6
CCn1ccc(C(=O)N(CCN2CCOCC2)c2nc3c(C)ccc(Cl)c3s2)n1	12.8

All compounds of this part, repeating the preview:
SMILES	mcGAS RapidFire
CC(c1ccccc1)n1cnc2c(c1=O)c1nc3ccccc3nc1n2C (centres undefined)	6.8
C=CCn1c(C(NC(=O)c2ccccc2Cl)C(C)C)n[nH]c1=S (centres undefined)	-4.9
CC(C)c1noc(CN2CCN(C(=O)C3(C#N)CCCC3)CC2)n1	-5.4
CC(C)[C@H]1CC[C@H](C)C[C@@H]1OCC(=O)NCC1COc2ccccc2O1 (some centres undefined)	0.9
Cc1ccn(-c2ccc(NCc3cccnc3N3CCCCC3)nn2)n1	-9.1
COc1cccc(-c2cc(C(=O)N3CCN4CCN(C)CC4C3)[nH]n2)c1 (centres undefined)	-20.1
CN(Cc1csc(-c2cccs2)n1)c1ncnc2c1CCNCC2	3.9
Cc1ccc2c(c1)C(=O)C(=O)N2CCOc1ccc(C(C)(C)C)cc1	0.4
O=C(c1c(OCc2cccnc2)nn2ccsc12)N(CCO)CCO	-0.2
COc1ccccc1-c1ccc2c(c1)COCC(=O)N2C(C)C	-17.1
C=CCN1C(=O)C(=Cc2cc(OC)c(OC)c(OC)c2)SC1=S	0.0
CC(=O)c1cccc(OCC(O)CN(C)C(C)c2ccc(F)c(F)c2)c1 (centres undefined)	-4.1
CCSc1ncc(CN2CC[C@@](C)(O)[C@@H](Cc3ccccc3)C2)cn1	-11.6
C=c1ccccc1=C1NNC(=Nc2nc(C)cc(C)n2)N1	0.3
COc1ccc(C(=O)Oc2ccc3cc(Br)ccc3c2)cc1	-2.7
NC(=O)c1cnc2n1CCN(C(=O)CN1CCOc3ccccc3C1)C2	-24.2
CNC(=S)NCCc1c[nH]c2ccccc12	-5.6
CCn1ccc(C(=O)N(CCN2CCOCC2)c2nc3c(C)ccc(Cl)c3s2)n1	12.8
c1ccc(Cn2ncc3c(N4CCN(C(c5ccccc5)c5ccccc5)CC4)ncnc32)cc1	-6.2
O=C1C2C3C=CC(C3)C2C(=O)N1c1ccc2c(c1)OCCO2 (centres undefined)	0.3
CN(C)CC1(O)CCCN(C(=O)c2cccc(-n3cccn3)c2)CC1 (centres undefined)	-20.6
CC1(c2cccc(Cl)c2)NC(=O)N(CCS(=O)(=O)c2ccc(Cl)cc2)C1=O (centres undefined)	-18.5
CN(C1CCCCC1)S(=O)(=O)c1ccc(F)c(F)c1	-4.1
CN(C)c1ccc(CNC(=O)c2cnc(-c3ccccc3)s2)cc1	-4.3
CCCn1c(=O)c2c(nc3n2CC(C)CN3Cc2ccccc2)n(C)c1=O (centres undefined)	-4.9
COc1ccc2cccc(NC(=O)CN3C(=O)CCC3=O)c2n1	-4.6
O=C(Cc1ccc(F)cc1)NNc1ccc2nncn2n1	-2.6
Cc1[nH]cnc1CN1CCC(CNS(=O)(=O)c2cccs2)C1 (centres undefined)	-27.2
CC(NC(=O)C(C)n1c(=O)oc2ccccc21)c1ccccc1F (centres undefined)	-7.6
CCOc1cc(Br)nc(Br)c1Br	-13.5
CC(C)CNC(=O)COC(=O)C=Cc1cccs1	-15.1
CN(C)c1cncc(-c2cc(O)cc(CCC3CCCCN3)c2)n1 (centres undefined)	-45.4
O=C(Cn1cncn1)NC1CCCN(CC2CCCCC2)C1 (centres undefined)	8.1
CCOC(=O)c1ccc(N=Cc2ccc(C)s2)cc1	-19.2
O=c1cccc2n1CC1CC2CN(c2nc(NCCC3=CCCCC3)nc(N3CCOCC3)n2)C1 (centres undefined)	-19.5
CC(C)CC(=O)Nc1ccnn1C1CCN(C(=O)C(C)Oc2cccc(Cl)c2)CC1 (centres undefined)	-8.7

The closing two entries of the section above open the next one:
SMILES	mcGAS RapidFire
O=c1cccc2n1CC1CC2CN(c2nc(NCCC3=CCCCC3)nc(N3CCOCC3)n2)C1 (centres undefined)	-19.5
CC(C)CC(=O)Nc1ccnn1C1CCN(C(=O)C(C)Oc2cccc(Cl)c2)CC1 (centres undefined)	-8.7
O=c1oc2ccc(Br)cc2cc1-c1nc(-c2ccccc2)cs1	-1.2
CC(/C=C1\N=C(c2ccc(Cl)cc2Cl)OC1=O)=C\c1ccccc1	-12.6
Brc1ccsc1-c1csc(CN2CCOCC2)n1	-11.1
CC1(C)OCC(CCOC(=O)c2cccc(NC(N)=O)c2)O1 (centres undefined)	0.8
Cc1ccccc1C1(O)CCN(Cc2ccnc(C(C)C)n2)C1 (centres undefined)	-4.4
CCC(CC)NC(=O)CSc1nnc(Cc2csc(C)n2)o1	2.2
CCOC(=O)Oc1cc2oc(=O)sc2cc1Br	74.3*
Cc1cc(C)c(NC(=O)CCc2c(C)noc2C)c(C)c1	-21.1
NC1CCN(c2ccccc2C(=O)N2CCN(C(=O)C3CCCO3)CC2)CC1 (centres undefined)	-1.1
Cc1c(O)cc2n(c1=O)-c1ccccc1C2(C)C	-3.0
Cc1cccnc1C(NC(=O)COCc1ccccc1)C(C)C (centres undefined)	-0.4
COCCNC(=O)C1=CC(c2ccco2)=NS(=O)(=O)N1C	-1.3
COc1ncccc1CNC(=O)N1CCC(Cc2ccccc2)CC1	1.7
Cc1cccc(N(C)CC(=O)c2c[nH]c(C(=O)N3CCCC3)c2)c1C	-6.9
COCc1nc(C)cc(N(C)C2CCCC2c2ccc(C)cc2)n1 (centres undefined)	-3.6
COc1ccc(CNC(=O)CCC2CCCN(C(=O)CN3CCOC3=O)C2)c(OC)c1 (centres undefined)	-10.1
Cc1csc(CN(C)C(=O)c2nn(-c3ccccc3)cc2O)n1	3.0
CC(NC(=O)c1sccc1-n1cnnn1)c1ccc(OC(F)F)cc1 (centres undefined)	-7.9
Cc1cc(C=CC(=O)O)c(C)n1C1CCCCC1	1.5
CCN(Cc1ccncc1)C(=O)CC(=O)Nc1cccc(Cl)c1C	-8.4
COc1ccccc1-n1c(=C(C#N)C#N)sc(=Cc2ccccc2F)c1=O	1.8
Cc1noc(C)c1CCC(=O)N1CCN(CC2CCCO2)CC1 (centres undefined)	-5.2
O=S(=O)(NCc1cccc(Cl)c1)c1ccccc1Cl	-11.4
COc1ccc(CC(=O)NC(C)c2cccs2)cc1F (centres undefined)	-10.3
CCCNC(=O)C1(C)CCCN(Cc2sc(C)nc2C)C1 (centres undefined)	-6.3
O=C(NC1CC1)C1CCN(C2CCN(Cc3cccc4nonc34)CC2)CC1	-2.4
O=C1NC(C(=O)O)=CC(c2ccc(F)cc2F)N1 (centres undefined)	-16.9
O=C(CC1C(=O)NCCN1Cc1cccc(C(F)(F)F)c1)NCCc1cnccn1 (centres undefined)	4.7
O=C(NC1CCS(=O)(=O)C1)c1ccc(Br)o1 (centres undefined)	2.3
CCSCCN1CCC2(CC1)Nc1ccccc1C(=O)N2CC(C)C	-3.3
CC1CCCN(S(=O)(=O)CCN2C(=O)NC(C)(C)C2=O)C1 (centres undefined)	2.8
COc1ccc(-c2nc(CN(C)Cc3ccco3)co2)cc1	-6.7
O=C(Cn1nc(C2CC2)c2cnn(-c3ccccc3)c2c1=O)N1CCc2ccccc21	-11.2
O=[N+]([O-])c1ccc(-c2ccc(-c3csc(Nc4ccccn4)n3)o2)c(Cl)c1	-24.0
CC(C)c1c(C(=O)O)cnn1-c1ccc(C(F)(F)F)cn1	-3.2
Cc1csc(SCCCn2c(=O)c3c(ncn3C)n(C)c2=O)n1	-3.1
CCOC(=O)C1=C(C)N(C)C(=O)NC1c1ccc(F)cc1 (centres undefined)	-1.8
Cc1sc2nc(SC(C)C(=O)NC3CC3)[nH]c(=O)c2c1-c1ccc(F)cc1 (centres undefined)	4.2
Cc1cc(C)c(S(=O)(=O)N2CCC3(CC2)OCCO3)c(C)c1	-2.2
Cc1ccc2occ(-c3nn[nH]n3)c(=O)c2c1	-7.3
COc1cc2c(cc1OC)C(c1ccccc1C(=O)O)=NCC2	-11.1
CCN(Cc1cccc(F)c1)S(=O)(=O)N(C)Cc1cnn(C)c1	-10.2
CCOC(=O)CCNC(=O)c1ccc2oc(-c3cccc(F)c3)nc2c1	-6.0
CC(CN1CCN(C)CC1)NC(=O)N1CCCC(C)(C)CC1 (centres undefined)	-2.1
CN(C(=O)CCCS(C)(=O)=O)c1ccc(-c2ccccc2)cc1	-27.6
Cc1nn(C)c(Cl)c1CN1CCC(CO)(CCOc2ccccc2)CC1	-11.3
FC(F)(F)CCc1ccnc(NCc2cnn3ccccc23)n1	-10.8
CN(CCCNC(=O)N1CCS(=O)(=O)CC1)c1ccccc1F	7.8
Cc1ccc(S(=O)(=O)Cc2nc(-c3cc(C)n(C)c3C)cs2)cc1	-4.3
C[C@H](NC(=O)[C@@H](C)N1Cc2ccc(Nc3ncccn3)nc2C1=O)c1ccccc1	9.7
CN1CCC(C)(C(=O)Nc2ccc3scnc3c2)C1 (centres undefined)	-2.6
Cc1cc(C(=O)NCCn2nc(-c3ccccc3)n(C)c2=O)no1	-0.5
S=c1[nH]nc(-c2cccnc2)o1	5.8
CC(C)Cc1ccc(C(NCC(=O)N(C)C2CCS(=O)(=O)C2)C(C)C)cc1 (centres undefined)	-7.4
COc1ccc(C2CC(c3ccc(Cl)cc3)=Nc3ncnn32)c(OC)c1 (centres undefined)	-8.6
O=C(Cc1ccccc1F)Nc1nc2ccccc2o1	1.5
CC(C)c1ccc(C2=NC(C)(CC(=O)N3CCCC3)ON2C)cc1 (centres undefined)	-12.6
Cc1ccc(CNC(=O)c2cn(C3CCCC3)c(=O)c3c2c2ccccc2n3C)o1	-1.7
Cc1ccccc1C(=O)Nc1cc(Br)c(O)c(Br)c1	-5.4
Cc1cccc(N(C)C(=O)c2ccc(N3CCOCC3)c(F)c2)c1C	-6.8

Continuation:
SMILES	mcGAS RapidFire
COCCCn1c(NC(=O)Nc2ccc(OC)cc2)c2ccccc2nc1=O	4.5
CC(=Cc1ccco1)C1Nc2cccc3cccc(c23)N1	-1.4
O=C(NCc1nnc2n1CCC2)c1ccc(N2CCOCC2)nc1	-2.9
Nc1nc(-c2cc3ccccc3oc2=O)cs1	-30.2
O=C(c1cscn1)N1CCCC(N2CCN(c3cccc(C(F)(F)F)c3)CC2)C1 (centres undefined)	-3.6
COc1c(F)cccc1C(=O)NCCc1nnc2n1CCNCC2	-12.4
Cc1cnc2c(c1N1CCCC1)c(=O)n(C)c(=O)n2C	-2.2
O=S(=O)(N=P(C1CCCCC1)(N1CCOCC1)N1CCOCC1)c1ccccc1	-13.6
CCCc1nn(-c2ccccc2F)c(Cl)c1C(=O)O	-4.5
CC(=O)NCCNc1nc2cc(-c3ccc(C(=O)N4CCOCC4)cc3)sc2c(=O)n1C	-12.2
CCOc1nc2cccc(C(=O)OC(C)OC(=O)OC3CCCCC3)c2n1Cc1ccc(-c2ccccc2-c2nn[nH]n2)cc1 (centres undefined)	-4.7
Cc1cc(N(C)C)ccc1NC(=O)N(C)Cc1cccc(O)c1	-6.4
CCC1=CC2CN(C1)Cc1c([nH]c3ccccc13)[C@@](C(=O)OC)(c1cc3c(cc1OC)N(C)[C@H]1[C@@](O)(C(=O)OC)[C@H](OC(C)=O)[C@]4(CC)C=CCN5CC[C@]31[C@@H]54)C2 (some centres undefined)	5.2
Cc1ccc(N2CCOC2=O)c(-c2cc(N)nc3[nH]ccc23)c1	-1.3
C=CCn1c(SCC(=O)N2CCNC2=O)nc2scc(C3CC3)c2c1=O	-8.7
Cc1ccc(N2CC(C)Cn3c2nc2c3c(=O)n(CC(C)C)c(=O)n2C)cc1 (centres undefined)	-11.7
Nc1nnc(-c2cccc(N=Cc3ccccc3O)c2)o1	-4.3
COc1ccccc1N1CCN(C(=O)Cn2nnnc2CN2CCOCC2)C(C)C1 (centres undefined)	3.0
CCn1c(=O)n(CC(=O)NCCC(=O)Nc2ccccn2)c2ccccc21	-5.9
CCOC(=O)c1c(NC(=O)c2cccc(Cl)c2)sc(C(=O)Nc2ccccc2C)c1C	-2.2
O=C(Nn1cnc2c(cnn2-c2ccc(F)cc2)c1=O)C1CC(=O)N(c2ccccc2)C1 (centres undefined)	-1.1
O=C1c2cccc(O)c2CCN1Cc1ccc(Cl)cc1	-2.7
CC(=O)NCN1CCN(CNC(C)=O)CC1	-8.9
Cc1ccc(S(=O)(=O)N2CCN(C(=O)OC(C)C)CC2)cc1	-5.2
COc1ccc(CCN2CCC(CN(C)Cc3cc(OC)ccc3F)CC2)cc1	-8.6
COC(CNC(=O)NC1CCN(Cc2ccccc2C)CC1)c1ccccc1 (centres undefined)	1.7
Cc1cc(C(=O)NC2(c3ccc4c(c3)OCCO4)CCCC2)on1	-10.7
O=S1(=O)CCCN1Cc1ccc(Br)s1	5.0
COc1ccc(NC(=O)c2sc(=O)n(Cc3ccc(C)cc3)c2C)cc1	0.4
COc1cc(-c2nn(CN3CCN(c4ncccn4)CC3)c(=S)o2)cc(OC)c1OC	3.0
Cc1ccc(-n2nc3c(c2NC(=O)C24CC5CC(CC(C5)C2)C4)CSC3)cc1	-0.1
C[C@H](CCC(=O)O)[C@H]1CC[C@H]2[C@@H]3C(=O)C[C@@H]4CC(=O)CC[C@]4(C)[C@H]3CC(=O)[C@]12C	-13.7
